Compound activity as filed in PubChem.
RTF Ca sens inh: cardiac RTF calcium sensitivity inhibitors, primary screen, biochemical, IANBD-TnC fluorescence, EC70 calcium; IANBD-labeled cardiac RTF, Ca2+ fluorescence; inhibition, % at 7.15 µM; AID 493244, 2011; actives 0.12% (n = 340,000);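 active means inhibition above the mean inhibition of all tested compounds plus 3 SD, cut at about 17% in these data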;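 further: assay run at fixed EC70 calcium of 1.6 mM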
HTR5A inv ag: HTR5A inverse agonists in luminescence cell assay, primary screen, counter-screen for OPRM1-OPRD1 heterodimer inverse agonist project, full-deck HTS; HTR5A cell line, inverse agonism; inhibition, % at 9.3 µM; actives 0.083% (n = 340,000); in the data active means inhibition mostly above about 23%, no sharp cut-off; inactive means mostly below about 18%;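 further: 0% = cells with DMSO and 100% = no-cell wells with DMSO; some compounds called inactive have numbers as strong as hits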
CAL-PDZ inh HTS: untagged CAL PDZ binding inhibitors, primary screen, biochemical, fluorescence polarization, HTS; Golgi-associated PDZ and coiled-coil motif-containing protein (Homo sapiens), Q9HD26; purified CAL PDZ, TMR-peptide fluorescence polarization, 1 h; inhibition, % at 24.9 µM; actives 0.92% (n = 300,000); AID 602252, 2012;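 active means mean inhibition of at least 30% with at least half of replicates also reaching 30%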;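 further: 0% = DMSO neutral control and 100% = excess unlabeled competitor peptide PRC23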
V-ATPase pH: regulators of yeast V-ATPase proton pumping, primary screen, pHLuorin cytosolic pH fluorescence; S. cerevisiae; response, % at 10 µM; actives 0.37% (n = 350,000); AID 504577, 2011; in the data active means response mostly above about 7.3%, no sharp cut-off; inactive means mostly below about 5.4%; further: actives read high; inactives centre near 0; some compounds called inactive have numbers as strong as hits; reference of the scale not given here
HTR5A ag ctr: HTR5A agonists in luminescence cell assay, primary screen, counter-screen for OPRM1-OPRD1 heterodimer agonist project, full-deck HTS; 5-hydroxytryptamine receptor 5A (Homo sapiens), P47898; AID 504692, 2011; activation, % at 9.3 µM; cell-based; actives 0.61% (n = 340,000); in the data active means activation mostly above about 9.5%, no sharp cut-off; inactive means mostly below about 7.6%;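 further: 0% = cells with vehicle only and 100% = reference agonist; strong numbers were not always called active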
Keap1 Nrf2 FP: Keap1-Nrf2 protein-protein interaction inhibitors, primary screen, biochemical, fluorescence polarization, single point | inhibition, % at 9.4 µM | AID 504523, 2011 | Keap1 Kelch-Nrf2 peptide fluorescence polarization, 1536-well | actives 0.15% (n = 340,000) | Kelch-like ECH-associated protein 1 (Homo sapiens), Q14145; in the data active means inhibition above about 12%;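 further: human Keap1 Kelch domain with fluorescein labeled Nrf2 9mer peptide probe; 0% = neutral control wells and 100% = peptide positive control; higher means more block of Keap1 binding to Nrf2 peptide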
OPRM1-OPRD1 ag: agonists of OPRM1-OPRD1 heterodimerization, primary screen, cell-based, luminescence; cells; activation, % at 9.3 µM; actives 0.3% (n = 340,000); AID 504326, 2011; in the data active means activation above about 18%;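 further: 0% = vehicle-treated cells and 100% = reference agonist; values of inactives mirror those of a sister screen read the other way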
Target sequence (P35372 whole entry, looked up): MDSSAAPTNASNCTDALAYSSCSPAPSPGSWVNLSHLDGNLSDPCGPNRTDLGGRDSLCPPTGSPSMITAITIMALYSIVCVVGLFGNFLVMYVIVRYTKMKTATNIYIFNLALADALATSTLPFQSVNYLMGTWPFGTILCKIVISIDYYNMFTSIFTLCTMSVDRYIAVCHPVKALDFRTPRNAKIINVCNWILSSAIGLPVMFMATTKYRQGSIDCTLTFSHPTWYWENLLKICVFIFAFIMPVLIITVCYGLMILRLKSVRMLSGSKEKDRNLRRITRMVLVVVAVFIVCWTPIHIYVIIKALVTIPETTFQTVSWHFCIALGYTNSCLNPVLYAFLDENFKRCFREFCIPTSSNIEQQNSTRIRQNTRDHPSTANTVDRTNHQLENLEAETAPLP
Target sequence (P41143 whole entry, looked up): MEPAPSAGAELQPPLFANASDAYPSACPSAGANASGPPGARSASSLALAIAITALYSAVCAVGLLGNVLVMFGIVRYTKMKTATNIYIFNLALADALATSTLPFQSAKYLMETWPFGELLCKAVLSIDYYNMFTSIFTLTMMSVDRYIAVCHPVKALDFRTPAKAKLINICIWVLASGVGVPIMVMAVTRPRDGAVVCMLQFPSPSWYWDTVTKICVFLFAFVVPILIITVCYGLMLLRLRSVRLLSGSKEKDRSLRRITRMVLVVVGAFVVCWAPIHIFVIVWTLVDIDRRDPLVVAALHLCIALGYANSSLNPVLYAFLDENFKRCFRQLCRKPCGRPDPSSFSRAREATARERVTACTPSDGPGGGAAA
OPRM1-OPRD1 inv: inverse agonists of MOR-DOR heterodimerization, primary screen, cell-based, luminescence; actives 0.21% (n = 340,000); cell-based MOR-DOR heterodimer luminescence, inverse agonism; inhibition, % at 9.3 µM; AID 504357, 2011; in the data active means inhibition above about 22%, passing the limit was not always enough;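 further: 0% = cells with DMSO and 100% = wells without cells with DMSO; values of inactives mirror those of a sister screen read the other way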
RTF Ca sens act: cardiac RTF calcium sensitivity activators, primary screen, biochemical, IANBD-TnC fluorescence, EC20 calcium; Troponin I, cardiac muscle (Homo sapiens) + Troponin T, cardiac muscle (Homo sapiens) + …; IANBD-labeled TnC RTF fluorescence at EC20 calcium; 0% EC20 calcium, 100% full calcium; activation, % at 7.2 µM; actives 0.24% (n = 340,000);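 active means activation above the mean over all tested compounds plus 3 SD, cut at about 30% in these data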;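 further: rise in fluorescence read as greater calcium sensitivity of cardiac thin filaments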
LANA DNA inh: inhibitors of KSHV C-LANA binding to DNA, primary screen, biochemical, fluorescence polarization, FAM-LBS DNA, MBP-C-LANA, single point; Kaposi's sarcoma herpesvirus LANA C-terminal domain (residues 932-1162) DNA binding; inhibition, % at 9 µM; actives 0.078% (n = 340,000); AID 504423, 2011;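 active means highest replicate inhibition at or above 60% at 9 µM, even if other replicates fall short; inactive means all replicates below 60% inhibition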;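 further: 0% = neutral control wells and 100% = 4 µM acridine orange control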
The depositor's hits bear a star; x = not tested or not shown. Compounds were not picked by outcome. Share with any hit: about 2.8%.

Start of the listing, in advance (two entries):
SMILES	RTF Ca sens inh	HTR5A inv ag	CAL-PDZ inh HTS	V-ATPase pH	HTR5A ag ctr	Keap1 Nrf2 FP	OPRM1-OPRD1 ag	OPRM1-OPRD1 inv	RTF Ca sens act	LANA DNA inh
CC(C)NC(=O)[C@@H]1C[C@@]1(C)[C@@H](NC(=O)OCc1ccccc1)c1ccccc1	-29	9	-2	8	-4	0	-0.8	4	-5	1.2
O=C(CSc1ccc(Cl)cc1)N1CCOCC1	0	-2	0	-1	3	-4	-1.3	7	4	0.0

This part in full, from the first entry:
SMILES	RTF Ca sens inh	HTR5A inv ag	CAL-PDZ inh HTS	V-ATPase pH	HTR5A ag ctr	Keap1 Nrf2 FP	OPRM1-OPRD1 ag	OPRM1-OPRD1 inv	RTF Ca sens act	LANA DNA inh
CC(C)NC(=O)[C@@H]1C[C@@]1(C)[C@@H](NC(=O)OCc1ccccc1)c1ccccc1	-29	9	-2	8	-4	0	-0.8	4	-5	1.2
O=C(CSc1ccc(Cl)cc1)N1CCOCC1	0	-2	0	-1	3	-4	-1.3	7	4	0.0
COc1cccc(C2CC(c3cccs3)=NN2C(=O)CSc2nc3c(cnn3-c3ccc(F)cc3)c(=O)[nH]2)c1OC (stereo unspecified)	-8	13	-1	-2	-5	-4	-1.3	8	0	-0.9
O=C(c1ccc2c(c1)OCO2)N1CCC2(CC1)Oc1ccc(F)cc1C(=O)C21CC(c2ccccc2)=NO1 (stereo unspecified)	9	-18	-1	0	-1	1	-1.4	8	-1	-1.4
O=C(O)c1cn(-c2ccccc2)nc1-c1cccnc1	-10	-5	x	-1	2	0	-1.8	10	4	-0.2
N#CCNC(=O)c1nn2c(C(F)(F)F)cc(-c3ccccc3)nc2c1Br	-7	-3	75*	-6	1	-2	-2.4	11	3	0.2
CCN(CC)CC(=O)Nn1c(C)nc2c(ncn2-c2ccccc2)c1=O	-10	3	51*	0	-2	-2	-2.5	13	4	-0.4
O=C(CSc1ncnc2c1nnn2Cc1ccc(F)cc1)NC1CCCC1	-6	3	20	-3	-1	1	-4.0	18	4	-0.9
CCOC(=O)C1CCCN(CCc2ccccc2)C1 (stereo unspecified)	-9	6	x	3	0	3	-0.5	3	-3	-0.6
CC(Sc1nc(C(C)(C)C)cc(-c2ccccc2)c1C#N)C(=O)Nc1ccccc1 (stereo unspecified)	2	-20	-1	5	-1	0	-2.3	10	-5	-1.1
O=C1OCCC1Sc1nnc(-c2ccc3c(c2)OCO3)o1 (stereo unspecified)	-6	-11	x	0	-1	3	-0.7	4	-4	-2.0
Cc1ccccc1-c1nc(CS(=O)(=O)CC(=O)NCc2ccc3c(c2)OCO3)c(C)o1	-5	-24	-5	-2	8	-1	-0.8	5	6	0.4
O=C(O)CC1Oc2ccc(Cl)cc2NC1=O (stereo unspecified)	-4	17	x	-1	-6	0	-2.5	13	8	1.0
CC(C)(CNC(=O)c1cccc(S(=O)(=O)NCc2ccccc2)c1)N1CCOCC1	-17	8	-4	2	-3	-4	-0.8	5	6	0.7
COc1ccc(C(C(=O)Nc2ccc(C(C)C)cc2)N(C)C(=O)c2ccc(=O)[nH]c2)cc1 (stereo unspecified)	x	x	-3	0	x	-3	x	x	x	0.6
Cn1c(CN2CCOCC2)nnc1SCc1ccc(C#N)cc1	-20	-44	x	0	-2	0	-1.9	9	2	0.8
CC1CC(C)CN(CCCNC(=O)c2ccc3nc(N4CCCCC4)sc3c2)C1 (stereo unspecified)	-4	0	x	-3	0	1	-0.4	2	3	-0.1
Nc1nc(-c2ccccc2)c(-c2ccccc2)o1	-6	-33	-3	1	-5	-5	0.7	-4	11	0.3
Cn1c(=O)[nH]c(=O)c2c1nc(CN1CCOCC1)n2CCc1ccccc1	-8	-4	15	1	-1	-2	-2.3	13	-3	-0.6
O=C(NCC1CCCN1S(=O)(=O)c1cccs1)c1ccc(F)c(F)c1 (stereo unspecified)	-10	2	-2	1	-1	-4	-3.8	20	-3	0.4
CCOc1ccc(NC(=O)c2cn(-c3ccc(OCC)cc3)c(=O)c3cc(OC)c(OC)cc23)cc1	6	-10	x	-2	4	2	-0.7	4	5	-0.2
COCCNC(=O)c1ccc2c(c1)ncn2-c1cccc(C)c1	-8	4	-3	-5	-1	-1	-1.3	7	-9	3.4
Cc1ccc(CCNC(=O)CCCn2nc(C)c3c(C)n(-c4ccc(C)cc4)nc3c2=O)cc1	3	-2	0	5	2	-8	-1.3	7	2	0.9
O=C(NC1CC2CCC(C1)N2Cc1ccccc1)c1cccc(F)c1 (stereo unspecified)	-6	-3	-3	2	1	-4	-1.7	8	-2	0.4
CCOc1cccc(C(=O)Nc2nnc(-c3cccs3)s2)c1	-7	-13	-2	1	6	-1	-1.9	9	1	-0.6
CCOc1ccc(NC(=O)COC(=O)CNC(=O)c2ccc(-c3ccccc3)cc2)cc1	0	10	-5	-2	-4	1	-1.0	4	-3	-1.1
CCCc1cc(=O)oc2cc(OCC(=O)N3CCN(C(=O)C4COc5ccccc5O4)CC3)ccc12 (stereo unspecified)	4	6	4	-2	2	1	-1.8	9	-7	0.4
CCc1cc2c(CN3CCN(CCO)CC3)cc(=O)oc2cc1O	1	-2	-1	1	0	4	-3.4	18	6	3.2
Nn1c(N2CCCCC2)nc2ccccc21	-3	9	x	2	1	-7	-2.4	10	-3	0.3
NC(=O)CC(NC(=O)c1ccc(Br)cc1)c1ccc(N2CCC(Br)CC2)c([N+](=O)[O-])c1 (stereo unspecified)	1	-8	14	0	3	-2	0.0	0	-1	-0.9
COc1ccccc1NC(=O)Nc1nc(CC(=O)Nc2ccc(N(C)C)cc2)cs1	-13	10	-12	3	-4	-4	2.2	-15	-19	-2.2
Cc1cccc(-c2ncc(CN3CCN(C4CCCC4)C(CCO)C3)cn2)c1 (stereo unspecified)	-6	-5	-3	5	2	-1	-0.8	4	12	0.3
COc1ccc(C(=O)O/N=C(\N)c2ccccn2)c(OC)c1	3	6	-1	6	6	-5	-1.1	6	-4	-0.1
C/C(CC(=O)NC(C)C)=N\NC(=O)C(c1ccccc1)c1ccccc1	-6	21	-1	-1	2	-9	-1.6	8	-2	0.3
Cc1ccc(S(=O)(=O)N2CCC(CN3C(=O)c4cccc5cccc(c45)C3=O)CC2)cc1	-11	-7	-12	-6	3	-4	-1.9	8	0	0.0
O=C(CNC(=O)c1ccc2c(c1)OCO2)Nc1ncccc1O	-6	10	0	-2	-1	2	-0.6	4	4	2.2
c1ccc(COc2cccc(CN3CCN(c4ccccn4)CC3)c2)cc1	-7	1	x	2	0	-4	8.0	-46	-5	-1.1
COc1ccc(/C=N\NC(=O)c2ccc(F)cc2)cc1COc1cc(F)ccc1[N+](=O)[O-]	-13	13	x	-3	-1	1	0.3	-2	-1	-0.4
O=C(COc1ccc(Br)cc1)NCc1cn2ccccc2n1	2	-8	-17	5	3	-1	-2.5	13	2	0.1
Cc1c(C(=O)Nc2cc(S(=O)(=O)N3CCOCC3)ccc2N2CCN(C)CC2)oc2ccccc12	3	-10	-3	-2	3	4	1.1	-6	3	-4.2
COc1ccc(CCCc2nnc(SCC(=O)Nc3ccccc3F)o2)cc1	-4	5	-7	0	-2	0	-0.5	3	-2	1.2
CCN(CC)S(=O)(=O)c1ccc2[nH]c(=O)cc(C(=O)NCc3ccccc3)c2c1	-13	-15	-11	5	6	-2	-1.4	7	-1	0.4
C[C@@]12C(=O)Nc3cc(F)c(F)cc3C(=O)N1[C@H]1c3ccccc3OC[C@@H]1[C@@H]2c1ccccc1	-13	-19	-1	2	2	-5	4.5	-24	9	-1.1
COc1ccc(C(=O)Nc2ccc(NC(=O)c3cccs3)cc2)cc1[N+](=O)[O-]	0	27	-2	6	-10	4	-0.4	2	-4	0.5
Cc1cc(C(=O)Nc2ccc3c(c2)OCCO3)c(C)o1	8	-38	1	-2	0	-2	-2.3	13	6	1.0
CC[C@H](C)[C@@H](C(=O)NCCCCCCCCCCC(=O)N1CCN(C(=O)OC(C)(C)C)CC1)n1cc(CCCCCNC(=O)OC(C)(C)C)nn1	-2	-6	-1	1	3	-9	-1.4	8	7	-1.5
COCCn1cnnc1SCC(=O)Nc1sccc1C(N)=O	1	6	-2	-2	-3	4	-2.7	13	2	-1.8
O=S(=O)(NCCc1ccccc1)c1ccc(F)cc1	-6	-5	-3	2	1	0	0.0	0	0	6.8
Cn1c(CN(O)S(=O)(=O)c2ccc(Cl)cc2)nnc1C(F)(F)F	-8	-5	2	-2	6	0	-2.1	11	-4	-1.0
COc1cccc(CN(C)CC(=O)Nc2sc3c(c2C#N)CCC3)c1	-12	-5	2	-1	-1	0	0.4	-2	3	0.5

(more compounds)
SMILES	RTF Ca sens inh	HTR5A inv ag	CAL-PDZ inh HTS	V-ATPase pH	HTR5A ag ctr	Keap1 Nrf2 FP	OPRM1-OPRD1 ag	OPRM1-OPRD1 inv	RTF Ca sens act	LANA DNA inh
Cc1nc(/C=[N+](\[O-])C(C)(C)/C=N/O)n(O)c1C	-5	12	59*	3	-5	-5	-3.4	14	-4	-0.5
O=C1CN(C(=O)COC(=O)c2cc(S(=O)(=O)N3CCOCC3)ccc2Cl)c2ccccc2N1	8	-9	-4	-1	3	-4	-2.2	12	11	-2.4
CC(Sc1ccsc1[N+](=O)[O-])C(=O)N1CCN(c2ccccn2)CC1 (stereo unspecified)	-4	1	-6	-4	0	-4	-0.7	4	-4	2.7
CC(O)(CC(=O)CC(=O)c1ccccc1)c1ccccc1 (stereo unspecified)	-3	7	x	-2	-2	3	3.5	-18	-4	2.0
Cc1ccc(C)c(CN2CCNC2=O)c1	3	6	1	1	2	-1	-1.9	11	-2	-0.5
CCOC(=O)Nc1ccc2c(CN3CCN(S(=O)(=O)c4ccccc4)CC3)cc(=O)oc2c1	3	-5	-3	-2	4	2	-1.1	7	-6	-0.3
CCOC(=O)N/N=C(/C)c1ccc(N2C(=O)C3CCCCC3C2=O)cc1 (stereo unspecified)	-8	-3	-2	-1	1	-1	-3.2	15	4	0.0
COc1ccccc1NC(=O)Nc1ccnn1C1CCN(C(=O)c2cccnc2)CC1	-1	9	-1	-1	-2	1	-2.2	11	1	-0.4
Cc1cc(Nc2ccccc2C(=O)O)nc2nc3ccccc3c(=O)n12	-1	-1	-6	2	-4	0	-0.9	5	-1	0.8
COc1ccc(NC(=O)Nc2ncccc2C)cc1	-2	-4	-3	0	7	-2	-3.4	16	2	-0.2
COc1cc(C(=O)Nc2cccc(NC(=O)c3ccccc3)c2)cc(OC)c1OC	-10	-18	-4	-3	6	-1	-1.1	6	3	2.4
Cc1cc(OCC(=O)NC2CCN(Cc3ccccc3)CC2)c2c(C)c(C)c(=O)oc2c1	-3	-34	1	-1	6	-2	-0.3	2	4	0.5
CC(=O)Nc1ccc(SCC(=O)c2cc(C)ccc2C)cc1	-2	0	-4	0	0	-5	-0.5	3	-4	-1.9
